Assay outcomes from PubChem BioAssay.
GSK3 alpha inh: blockers of GSK3A enzyme activity – biochemical, luminescence, cell-free homogeneous, HTS, primary screen; Glycogen synthase kinase-3 alpha (Homo sapiens), P49840; GSK-3 alpha kinase, ADP-Glo luminescence, 60 min; inhibition, % at 10 µM; 0.1% of 320,000 active; AID 2650, 2010;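 in the data active means inhibition above about 50%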;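 further: GST-tagged GSK-3 alpha with peptide substrate and 25 µM ATP; 0% = DMSO neutral wells and 100% = GW8510 positive control wells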
DYRK1A inh: rat Dyrk1A kinase inhibitors, primary screen, biochemical, single point, plate reader; AID 504441, 2011; ADP-Glo luminescence, NFATc1 peptide; Dual specificity tyrosine-phosphorylation-regulated kinase 1A (Rattus norvegicus), Q63470; 0.43% of 310,000 active; inhibition, % at 12.5 µM; in the data active means inhibition above about 50%;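 further: plate controls were vehicle with enzyme for no effect and no enzyme for full effect; many of its hits are not listed in these tables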
RGS4 pot: RGS4 potentiators or activators, primary screen, cell-based, HEK293 M3R inducible RGS4, calcium flux | B-score at 10 µM | AID 463111, 2010 | carbachol calcium flux Fluo4; hits give low values | 0.92% of 310,000 active;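 active means B-score of the integrated calcium signal more than 4 SD below the library mean, with starting fluorescence not abnormally high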;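 further: negative B-score means reduced calcium response which marks RGS4 activation or potentiation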
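Assay system: Inducible-RGS4 HEK293 cells carrying M3 receptor | Schedule: Compound preincubation 20 min at room temperature before agonist | Signal: Kinetic calcium fluorescence imaging with Fluo4-AM dye, 2 µM | Read-out basis: B score from integrated fluorescence ratio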
GSK3beta inhib: human GSK3beta kinase inhibitors, primary screen, biochemical, cell-free homogeneous, HTS. Glycogen synthase kinase-3 beta (Homo sapiens), P49841. activity score (negative = inhibition), % at 10 µM. 0.038% of 300,000 active. GST-GSK3beta kinase, ADP-Glo luminescence, 60 min; hits give low values;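 active means more than half of replicate wells score below -50%, meaning over 50% inhibition versus plate controls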;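 further: 0% = median DMSO wells and -100% = median GW8510 positive control wells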
Target sequence (P49841 whole entry, looked up): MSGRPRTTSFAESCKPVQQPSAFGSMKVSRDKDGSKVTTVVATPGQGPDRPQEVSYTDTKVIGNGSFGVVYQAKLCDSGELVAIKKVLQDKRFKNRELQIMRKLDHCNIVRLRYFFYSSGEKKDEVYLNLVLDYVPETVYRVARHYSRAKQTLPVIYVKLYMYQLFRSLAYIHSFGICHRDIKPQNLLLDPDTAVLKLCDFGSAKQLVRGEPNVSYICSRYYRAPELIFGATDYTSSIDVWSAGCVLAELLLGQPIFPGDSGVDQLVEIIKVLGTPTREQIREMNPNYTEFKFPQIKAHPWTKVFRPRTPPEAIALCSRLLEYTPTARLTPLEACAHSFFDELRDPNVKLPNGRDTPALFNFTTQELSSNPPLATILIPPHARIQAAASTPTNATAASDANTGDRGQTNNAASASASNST
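test system = GST-tagged human GSK3beta kinase, cell-free | reagent = 25 µM ATP with peptide substrate | dosing = one dose of 10 µM per compound | schedule = 60 min reaction, RT | detection = luminescent ADP-Glo measurement of ADP formed | control set = DMSO neutral wells and GW8510 at 20 µM as positive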
HDAC3 inh: HDAC3 deacetylase inhibitors, primary screen, biochemical, fluorescence, cell-free homogeneous | 0.15% of 320,000 active | inhibition, % at 8.3 µM | recombinant HDAC3, fluorogenic peptide/trypsin coupled | Histone deacetylase 3 (Homo sapiens), O15379 | AID 2718, 2010; in the data active means inhibition above about 26%, passing the limit was not always enough
KCNK9 inh: KCNK9 potassium channel inhibitors, primary screen, HEK293 cells, thallium flux; Potassium channel subfamily K member 9 (Homo sapiens), Q9NPC2; FluxOR thallium flux fluorescence; hits give low values; B-score at 10 µM; 1.2% of 310,000 active; AID 488922, 2010;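 active means ratio B-score over 3 SD below the library mean, with starting fluorescence within 5 SD of its mean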;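 further: negative B-score means less thallium flux so channel inhibition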
Target sequence (Q9NPC2 whole entry, looked up): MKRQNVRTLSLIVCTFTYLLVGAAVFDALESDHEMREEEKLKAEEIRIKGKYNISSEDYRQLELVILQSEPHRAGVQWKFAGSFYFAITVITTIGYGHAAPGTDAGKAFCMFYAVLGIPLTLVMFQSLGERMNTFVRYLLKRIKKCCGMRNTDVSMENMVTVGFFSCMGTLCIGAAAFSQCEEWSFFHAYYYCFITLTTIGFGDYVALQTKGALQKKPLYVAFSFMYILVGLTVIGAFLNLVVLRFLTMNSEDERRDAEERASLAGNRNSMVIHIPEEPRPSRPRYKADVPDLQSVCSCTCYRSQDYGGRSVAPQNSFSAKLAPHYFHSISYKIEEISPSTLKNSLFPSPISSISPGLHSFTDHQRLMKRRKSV
PolyA inh: polyadenylation inhibitors in yeast reporter cells, primary screen, luminescence, S. cerevisiae. S. cerevisiae SKY197-pL101 polyadenylation reporter, beta-gal luminescence; efflux-impaired pdr1/pdr3 knockout yeast; score 100 = 6 SD above DMSO. calls only at 12 µM. 0.02% of 300,000 active;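 active means lowest replicate activity score at least 50, where 100 means six control SD above control mean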;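 further: yeast exposed to compound for 9 h at 30 °C; higher score means more reporter readthrough which indicates perturbed polyadenylation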
KCNQ1 pot: potentiators or activators of KCNQ1 channel, primary screen, cell-based, thallium flux, high-throughput. B-score at 10 µM. CHO-K1 KCNQ1, thallium flux FluxOR fluorescence; hits give high values. 0.35% of 310,000 active. Potassium voltage-gated channel subfamily KQT member 1 (Homo sapiens), P51787. AID 2648, 2010;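 active means fluorescence ratio B-score, a plate-corrected score, at least three library SD, with initial intensity B-score within 5 SD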
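Assay system: stable KCNQ1 CHO-K1 line; medium: assay buffer, equal DMSO in all wells; timing: 90 min dye loading and 20 min compound exposure, both at room temperature; technique: kinetic FluxOR thallium fluorescence, 10-s 1-Hz baseline, 110-s post-stimulus read; read-out basis: B score of baseline-normalized fluorescence ratio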
hERG rescue: hERG rescue from dofetilide block, primary screen, cell-based, CHO-hERG, FluxOR thallium flux, dofetilide IC70; activation (rescue from dofetilide block), less the hit threshold, % at 10 µM; dofetilide IC70 present; 0.51% of 310,000 active; Voltage-gated inwardly rectifying potassium channel KCNH2 (Homo sapiens), Q12809; AID 1511, 2009;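 active means activation above the mean of controls blocked by dofetilide plus 5 SD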;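 further: thallium influx through hERG after potassium depolarization seen as dye fluorescence rise; in these data hits start at about 4.7%; inactives centre near -7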
KCNK3 block: human KCNK3 channel inhibitors, primary screen, CHO cells, FluxOR thallium flux, B-score; Potassium channel subfamily K member 3 (Homo sapiens), O14649; FluxOR fluorescence; hits give low values; 0.84% of 340,000 active; B-score at 10 µM;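 active means B-score under library mean minus 4 SD, starting fluorescence ratio at most library mean plus 5 SD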;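 further: more negative B-score means stronger inhibition of thallium flux through KCNK3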
KCNQ1 block: inhibitors of human KCNQ1 channel, primary screen, cell-based, thallium flux, high-throughput | CHO-K1 KCNQ1, FluxOR thallium flux fluorescence; hits give high values | Potassium voltage-gated channel subfamily KQT member 1 (Homo sapiens), P51787 | B-score at 10 µM | 1.3% of 310,000 active;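 active means compounds whose thallium flux B-score, printed positive for inhibition, exceeds three library SD while starting fluorescence stays within three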;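 further: channel opened by potassium depolarization with thallium stimulus after 20 min compound exposure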
The depositor's hits bear a star; i = inactive; x = no result given.

| mol | GSK3 alpha inh | DYRK1A inh | RGS4 pot | GSK3beta inhib | HDAC3 inh | KCNK9 inh | PolyA inh | KCNQ1 pot | hERG rescue | KCNK3 block | KCNQ1 block |
| --- | --- | --- | --- | --- | --- | --- | --- | --- | --- | --- | --- |
| COc1cc(C(=O)OC(C)CN2CCCCC2)cc(OC)c1OC (centres undefined) | 0 | -9 | i | 0 | 3 | i | i | i | -16 | i | i |
| O=C1OC2(O)C3C4C=CC(C4)C3C(=O)N2c2ccccc21 (centres undefined) | 0 | x | i | 4 | -4 | i | i | i | -9 | i | i |
| O=C(COc1ccc(C(=O)O)cc1)Nc1cccc(C(F)(F)F)c1 | -7 | 9 | i | 2 | -10 | i | i | i | -3 | i | i |
| CCOc1ccc(-c2nnc(SCC(=O)NC(C)(C)C)nc2-c2ccc(OCC)c(OC)c2)cc1OC | -1 | 6 | i | 1 | -1 | i | i | i | -2 | i | i |
| CCn1c(CNC(=O)Cc2ccc(OC)cc2)nnc1SCC(=O)Nc1nccs1 | 3 | 5 | i | 1 | -7 | i | i | i | 1 | i | i |
| Cc1cc(NC(=O)CCC(=O)N(Cc2ccco2)C(C(=O)NC2CCCC2)c2ccc(F)cc2)no1 (centres undefined) | 3 | 3 | i | -1 | 0 | i | i | i | -2 | i | i |
| COc1ccc(NC(=O)CN(C)C(=O)CSc2ccc3c(c2)OCCO3)cc1 | 1 | 4 | i | 1 | -12 | i | i | i | -10 | i | i |
| Cc1cc(C)n(CCNc2nc3nonc3nc2N2CCCCC2)n1 | -1 | 4 | i | 2 | 12 | i | i | i | -14 | i | i |
| CC1CCc2ccc(F)cc2N1S(=O)(=O)c1cccs1 (centres undefined) | -1 | 2 | i | 2 | -10 | i | i | i | -8 | i | i |
| COc1ccc(C(=O)CSc2ccccc2C(=O)O)cc1 | x | 2 | i | 0 | 5 | i | i | i | -12 | i | i |
| COc1ccc(N2C(=S)NC3CS(=O)(=O)CC32)cc1 (centres undefined) | 2 | x | i | 3 | 7 | i | i | i | -8 | i | i |
| CC(=O)N1CCN(C(=O)CSc2cc(C)c(Br)cc2C)CC1 | 0 | 7 | i | 2 | -12 | i | i | i | -6 | i | i |
| COCCn1c(Cc2ccccc2)nnc1SCC(=O)Nc1cc(C)on1 | 0 | -6 | i | 1 | -6 | i | i | i | -9 | i | i |
| COc1cccc(NC(=O)CCNS(=O)(=O)c2cccc3nonc23)c1 | -1 | -4 | i | -2 | 4 | i | i | i | -1 | i | i |
| O=C(c1cc2ccccc2cc1O)N1CCCC1 | 2 | -2 | i | -4 | 3 | i | i | i | 0 | i | i |
| CCOc1cc(/C=C(\C#N)C(=O)Nc2cccc(C(=O)O)c2)cc(Br)c1OC(=O)c1ccc(OC)cc1 | -4 | -2 | -8.1* | 3 | 3 | i | i | i | -8 | i | i |
| CCCNC(=O)CN(CCc1ccccc1)S(C)(=O)=O | -3 | 2 | i | 1 | -2 | i | i | i | -12 | i | i |
| Cc1ccc(NC(=O)COC(=O)c2ccc(OCc3c(C)noc3C)cc2)cc1S(=O)(=O)N1CCOCC1 | -1 | 1 | i | 3 | -3 | i | i | i | -7 | i | i |
| Cc1ccnc(NC(=O)C2CCN(S(=O)(=O)c3cccc(C(F)(F)F)c3)CC2)c1 | -3 | -12 | i | -1 | 4 | i | i | i | -15 | i | i |
| CCOc1ccccc1NC(=O)CN1CCC(C(=O)c2ccc(OC)cc2)CC1 | -3 | -7 | i | 2 | 9 | i | i | i | -7 | i | i |
| COC(=O)c1cc(-c2cccs2)nc2ccccc12 | 0 | 10 | i | 1 | -22 | i | i | i | 1 | i | i |
| COc1cc(-c2nnc(SCC(=O)N(Cc3ccccc3)C(C)(C)C)o2)cc(OC)c1OC | -3 | 2 | i | 4 | 0 | i | i | i | -6 | i | i |
| Cc1[nH]c2ccccc2c1C(=O)COC(=O)C1CC(=O)N(Cc2ccco2)C1 (centres undefined) | -6 | 6 | i | 3 | 2 | i | i | i | -20 | i | i |
| COc1ccc(CCNC(=O)CCCCCN2C(=O)c3ccccc3C2=O)cc1 | 0 | -1 | i | -2 | 0 | i | i | i | -6 | i | i |
| COc1ccc(C(=O)CSC2=C(C#N)C3(CCCCC3)C(C#N)=C(N)N2)cc1 | -2 | 6 | i | 1 | 11 | i | i | i | -22 | -10* | i |
| C=CCNc1cc(C(F)(F)F)nc(-c2ccccn2)n1 | -4 | x | i | -3 | 0 | i | i | i | -9 | i | i |
| O=C(COc1ccc(Br)cc1)NNC(=S)NC(=O)c1ccccc1[N+](=O)[O-] | -2 | 17 | i | 5 | 5 | i | i | i | -13 | i | i |
| CC(=O)N1CCN(S(=O)(=O)c2cccc(C(=O)OCC(=O)NC(=O)c3cccn3C)c2)CC1 | 1 | -4 | i | 3 | 0 | i | i | i | -6 | i | i |
| CCOC(=O)C(C(=O)OCC)N(C#N)c1nc(OC)nc(N(C)C)n1 | -3 | 3 | i | 1 | -16 | i | i | i | -10 | i | i |
| Fc1cccc(Cc2noc(CN3CCC(c4ccncc4)CC3)n2)c1 | 2 | -68 | i | -2 | -7 | i | i | i | -8 | i | i |
| COc1ccc(OC)c(S(=O)(=O)N(C)CC(=O)N2CCN(c3ccccc3F)CC2)c1 | -3 | -5 | i | 2 | 2 | i | i | i | -5 | i | i |
| Cn1cnc([N+](=O)[O-])c1Oc1cccc(O)c1 | -2 | -2 | i | 1 | -3 | i | i | i | -8 | i | i |
| COc1ccccc1OCC(=O)Nc1cccc(N(C)S(C)(=O)=O)c1 | 0 | 4 | i | 3 | 5 | i | i | i | -12 | i | i |
| Cc1cccc(N(C(=O)c2nsc(Cl)c2Cl)C(C(=O)NC2CCCC2)c2ccc(O)cc2)c1C (centres undefined) | x | -5 | i | -1 | x | i | i | i | -9 | i | i |
| O=C(NC1CCCC1)NS(=O)(=O)c1ccccc1Cl | -1 | 0 | i | -1 | -9 | i | i | i | -4 | i | i |
| COc1ccc(-n2nc(C(=O)NCC(=O)N3CC(C)CC(C)C3)c3ccccc3c2=O)cc1 (centres undefined) | -2 | 0 | i | 2 | 3 | i | i | i | -7 | i | i |
| COC(=O)c1cn(CCOc2ccc(C)cc2)c2ccccc12 | 1 | -2 | i | 2 | 14 | i | i | i | -5 | -8.9* | i |
| Cc1c(OCc2nn[nH]n2)ccc2c3c(c(=O)oc12)CCC(C)C3 (centres undefined) | 6 | 5 | i | -1 | -15 | i | i | i | -23 | i | i |
| CCN1CCN(C(=O)C2(NC(=O)Nc3ccccc3Cl)CCCCC2)CC1 | -4 | -2 | i | 3 | 2 | i | i | i | -6 | i | i |
| COc1ccc(/C(N)=N/OC(=O)CCC2CCCC2)cc1OC | -2 | -8 | i | 1 | 5 | i | i | i | -8 | i | i |
| COc1ccc(CSCCN)cc1Cl | -1 | 22 | i | -1 | 0 | i | i | i | 1 | i | i |
| COc1ccc(N2CCN(Cc3nc4cc(Cl)ccc4c(=O)[nH]3)CC2)cc1 | -1 | 2 | i | 2 | 6 | i | i | i | -9 | i | i |
| COc1ccc(NC(=O)CN(C)C(=O)/C=C/c2cn(-c3ccccc3)nc2-c2ccc(F)cc2)cc1 | -1 | -2 | i | 1 | 15 | i | i | i | -12 | i | i |
| O=Cc1ccccc1-n1cncn1 | 1 | -6 | i | 0 | 6 | i | i | i | -12 | i | i |
| CC(=O)NC(=S)Nc1cc(C(=O)O)ccc1Cl | -6 | 7 | i | 0 | 1 | i | i | i | -4 | i | i |
| Cc1ccc(S(=O)(=O)N2CCOCC2)cc1NC(=O)CN1CCN(c2ccc(O)cc2)CC1 | 3 | -7 | i | 0 | 6 | i | i | i | -8 | i | i |
| Cc1nnc2ccc(N3CCCCC3)nn12 | -2 | -3 | i | -1 | -14 | i | i | i | -3 | i | i |
| CCOC(=O)c1c(CC(C)C)csc1NC=O | x | -1 | i | -1 | 2 | i | i | i | -19 | i | i |
| Cc1cc(C)n(CC(O)COc2ccc(C(C)C)c(C)c2)n1 (centres undefined) | -3 | -4 | i | 0 | 5 | i | i | i | -12 | i | i |
| COc1ccccc1C(C)NCC(=O)Nc1c(F)cccc1F (centres undefined) | -3 | 4 | i | 1 | -3 | i | i | i | -20 | i | i |
| CCC(C)NC(=O)C1CCN(S(=O)(=O)N2CCCC2)CC1 (centres undefined) | -4 | -3 | i | 1 | 1 | i | i | i | -6 | i | i |
| COc1ccc(C(=O)NCC(=O)OCC(=O)c2cc(OC)c(OC)c(OC)c2)cc1OC | 0 | -3 | i | 1 | 5 | i | i | i | -10 | i | i |
| Cc1ccc(-c2c(C)n([O-])c3c([n+]2=O)CCCCC3)o1 | -3 | 5 | i | -2 | 3 | i | i | i | -9 | i | i |
| Cc1ccc2sc(N(CCN(C)C)C(=O)c3ccc(S(=O)(=O)N4CC(C)OC(C)C4)cc3)nc2c1C (centres undefined) | 0 | -1 | i | -26 | x | i | i | i | -15 | i | i |
| COc1ccccc1/C=C/CN1CCCC(CO)(Cc2cccc(Cl)c2)C1 (centres undefined) | -1 | 1 | i | -2 | 1 | i | i | i | -19 | i | i |
| Cc1ccc(OCC(O)CNC(C)c2ccccc2)cc1C (centres undefined) | -16 | -4 | i | -2 | 4 | i | i | i | -6 | i | i |

A portion of the library; count on the stated rates, not on these rows.
